Source: PubChem BioAssay (NCI)
All columns: NCI-60 one-dose screen, growth in % after 48 h at 10 µM unless noted; 100 = growth as untreated, 0 = no growth, -100 = all killed.
UO-31: UO-31 renal cancer | 5.2% of 81,000 active
PC-3: PC-3 prostate cancer cells. 3.9% of 80,000 active
SF-295: SF-295 CNS cancer cells; 5.6% of 79,000 active; AID 1794758
786-0: 786-0 renal cancer cells. 5.1% of 81,000 active
SN12C: SN12C renal cancer cells; 3.8% of 81,000 active
U251: U251 CNS tumor cells; 5.4% of 80,000 active; AID 1794753
SF-268: SF-268 CNS cancer cells; 3.1% of 82,000 active; AID 1794759
SF-539: SF-539 CNS cancer. 6.8% of 81,000 active
DU-145: DU-145 prostate cancer. 4.2% of 81,000 active. AID 1794760
Numbers without * were called inactive; · = not tested or not shown; & = joins results of further samples; [ ] = remark or other dose. Rule for the calls: active = growth percent below 10; inactive = the rest.

SMILES	UO-31	PC-3	SF-295	786-0	SN12C	U251	SF-268	SF-539	DU-145
C=C(C)[C@@H]1CC[C@]2(C)[C@H](CC=C3[C@@H]4CC(C)(C)CC[C@]4(C(=O)N4CCOCC4)CC[C@]32C)[C@@]1(C)CCCN	-100*	-80*	-87*	-79*	-89*	-81*	-76*	-99*	-93*
Clc1ccccc1C1OC1c1ccccc1Cl (stereo unspecified)	86	100	107	104	95	108	97	108	105
CN1CCN(Cc2ccc(NC(=O)c3cncc(C#Cc4cnc5ccc(O[C@@H]6CCOC6)nn45)c3)cc2C(F)(F)F)CC1	-92*	-40*	-89*	-88*	-77*	-73*	-68*	-89*	-91*
CC(=O)c1ccc(Cl)s1	99	100	128	106	114	108	100	103	110
COc1cccc(-c2nc3sccn3c2-c2ccnc(NCCN3CC(C)(C)NS3(=O)=O)n2)c1	77	98	109	93	83	125	109	86	83
COc1cc(OC)c(C(=O)/C=C/c2ccccc2C(F)(F)F)c(OC)c1	71	71	89	97	84	76	79	105	78
C/C(=N/NC(N)=O)c1ccc2c3c(cc(Br)c2c1)CCCC3	90	96	102	95	98	91	104	98	113
O=C1c2ccccc2C(=O)N1c1ccc2oc(=O)ccc2c1	78	106	105	103	98	103	101	96	110
Nc1c2c(=O)n3c(nc2nn1-c1nc2ccc(Cl)cc2s1)-c1ccccc1Sc1ccccc1-3	41	63	87	96	82	88	99	101	105
c1ccc2c(c1)CCc1c(-c3noc4c3CCc3ccccc3-4)noc1-2	60	95	100	100	91	96	105	92	106
O=S(=O)(c1ccccc1)N1CCN(c2nccc(-c3c(-c4cccc(F)c4)nc4sccn34)n2)CC1	47	71	86	82	60	86	61	89	71
CN(C1CC1)S(=O)(=O)c1ccc(-c2cnc(N)c(-c3ccc4c(c3)CCNC4=O)n2)cc1	144	97	106	125	·	101	122	67	99
Nc1nc(CO)c(CCCCc2ccccc2)c(=O)[nH]1	92	86	82	102	96	88	107	98	111
COc1ccc(/C=C/C(=O)c2ccc(OC)c(S(=O)(=O)Nc3cccnc3)c2)cc1	72	88	97	100	89	73	91	91	87
Clc1ccc(Cn2c(CN3CCCC3)nc3ccccc32)cc1	66	62	81	78	87	62	92	88	·
Cc1ccc2nc(-c3ccc(OCC(=O)NN4C(=O)c5ccccc5C4=O)cc3)[nH]c2c1	83	96	102	102	96	105	92	95	106
COc1ccc(C2NNC(=S)N2)cc1O (stereo unspecified)	84	96	99	96	100	104	109	105	115
NC(=O)c1cc(-c2csc(-c3cc(Cl)cc(Cl)c3Cl)n2)ccc1O	·	89	101	98	97	91	97	88	102
COc1ccc2[nH]c(-c3ccc(Cl)cc3)cc(=O)c2c1	94	88	97	88	94	97	98	100	105
Oc1ccccc1CN1CCOCC1	90	107	104	107	101	101	102	101	111
N#Cc1ccc(NC(=O)Nc2ccc(Oc3ccc(NC(=O)Nc4ccc(C#N)cc4)cc3)cc2)cc1	-26*	·	24	30	39	28	42	71	35
O=C(Nc1ccc(OS(=O)(=O)c2ccc(C(F)(F)F)cc2)cc1)c1ccc(Cl)cc1	92	86	103	99	96	86	96	96	101
O=C(O)c1ccc(N2C(=O)c3nccnc3C2=O)cc1	72	91	111	101	102	99	109	100	119
COc1cccc(-c2nc3sccn3c2-c2ccnc(NCCNC(=O)c3ccc(N4CCOCC4)c(C(F)(F)F)c3)n2)c1	58	61	69	71	92	87	90	79	111
CC(C)(C)OC[C@@H]1N=C(c2ccc(Br)cc2)Nc2nc3ccccn3c2C1=O	52	53	31	94	84	63	74	76	83
FCc1ncc(-c2ccc(C(F)(F)F)cc2)c(NC2CCCCCC2)n1	11[100 µM]	7.3*[100 µM]	-41*[100 µM]	-14*[100 µM]	-30*[100 µM]	-30*[100 µM]	-0.7*[100 µM]	·	-28*[100 µM]
COC(=O)c1cc(C)c(C)cc1NC1OC(CO)C(O)C1O (stereo unspecified)	93	101	94	110	104	92	104	97	110
CC1(C)Oc2ccccc2O1	95	102	99	122	100	103	104	107	119
COc1cccc2c1OC(c1ccc3noc(-c4ccccc4)c3c1)N1N=C(c3ccc(C)cc3)CC21 (stereo unspecified)	78	105	103	109	97	106	99	97	109
CCc1ccc(C(=O)NNC(=O)Cc2coc3cc(OC)ccc23)cc1	90	89	121	104	89	104	96	101	113

Arranged by length of the SMILES (lowest first): part of the list above.
SMILES	UO-31	PC-3	SF-295	786-0	SN12C	U251	SF-268	SF-539	DU-145
FCc1ncc(-c2ccc(C(F)(F)F)cc2)c(NC2CCCCCC2)n1	11[100 µM]	7.3*[100 µM]	-41*[100 µM]	-14*[100 µM]	-30*[100 µM]	-30*[100 µM]	-0.7*[100 µM]	·	-28*[100 µM]
N#Cc1ccc(NC(=O)Nc2ccc(Oc3ccc(NC(=O)Nc4ccc(C#N)cc4)cc3)cc2)cc1	-26*	·	24	30	39	28	42	71	35
COc1cccc(-c2nc3sccn3c2-c2ccnc(NCCNC(=O)c3ccc(N4CCOCC4)c(C(F)(F)F)c3)n2)c1	58	61	69	71	92	87	90	79	111

An excerpt from above with just SF-539.
Compound | SF-539
COC(=O)c1cc(C)c(C)cc1NC1OC(CO)C(O)C1O (stereo unspecified) | 97
CC1(C)Oc2ccccc2O1 | 107

Next structures
SMILES	UO-31	PC-3	SF-295	786-0	SN12C	U251	SF-268	SF-539	DU-145
CC(=O)OCC(C)(COC(C)=O)[N+](=O)[O-]	90	93	·	100	110	109	114	101	110
COc1ccc(C#CC(=O)O)c(OC)c1	97	100	113	103	107	99	104	108	105
CN(C)CCC(=O)c1ccc2ccccc2c1	70	71	108	98	101	90	121	102	105
CC1=C(Cl)C(P(=O)(c2ccccc2)c2ccccc2)CP(=O)(c2ccccc2)C1 (stereo unspecified)	·	106	99	99	105	88	109	108	111
COc1cc(NC(=O)C2=C(C)NC(C)=C(C(=O)Nc3cc(OC)c(Cl)cc3OC)C2c2cccc([N+](=O)[O-])c2)c(OC)cc1Cl	·	17	26	39	32	32	39	32	58
N#Cc1c(NC(=O)c2cccs2)[n+]([O-])c2cc(Cl)c(Cl)cc2[n+]1[O-]	14	77	101	100	95	90	99	86	104
CC1=Nc2nc(=NCCCN(C)C)nc3cccc(n23)N1	·	101	105	103	99	114	109	99	109
O=C1/C(=C\c2cn(C(=O)c3ccc(Cl)cc3)c3ccccc23)c2ccccc2N1c1c(Cl)cccc1Cl	77	72	127	91	90	88	100	104	120
COc1ccc(-c2c(-c3cccc(OC)c3)sc3nc(-c4ccc(Cl)cc4)c(/C=C/c4cc(OC)c(OC)c(OC)c4)n23)cc1	69	71	97	91	95	94	101	97	108
CCNC(=O)c1ccc2c(c1)nc(-c1ccc(Cl)cc1)n2-c1cc(C(C)(C)C)[nH]n1	38	44	16	28	76	46	52	33	71
CCCCCCCCCCCCCCNc1nc(C#N)ncc1-c1ccc(C(F)(F)F)cc1	84	97	89	98	106	102	102	·	106
N#Cc1ccccc1-c1ccc(CN2C(=O)S/C(=C\c3ccc(F)cc3)C2=O)cc1	90	100	100	103	97	94	103	102	107
Cc1ccc(Nc2nnc(-c3cc(F)c(F)c(F)c3)o2)cc1	69	72	105	105	99	100	121	98	103
COc1cc(N=Nc2cc(S(=O)(=O)O)cc3cc(S(=O)(=O)O)cc(O)c23)c(C)cc1N=Nc1c(S(=O)(=O)O)cc2cc(Nc3ccccc3)ccc2c1O	81	90	109	102	103	109	98	103	103
Cc1cc(C)c(C[N+](C)(C)Cc2ccccc2)c(C)c1	96	93	90	95	100	98	98	100	105
Cc1ccsc1[C@@H]1C[C@@H]2Cc3cc(Br)c4ccccc4c3N1O2	84	96	94	101	·	96	110	102	104
Cc1n(Cc2ccc3ccccc3c2)cc[n+]1Cc1ccc2ccccc2c1	82	14	15	34	2.5*	8.2*	19	5.7*	35
COc1ccc2c(c1)O/C(=C\c1ccc(OCC(=O)Nc3nccs3)cc1)C2=O	·	79	111	107	110	94	116	96	111
CC(=O)OC/C=C1/CC[C@H]2[C@@H]3C[C@H](C)C4=CC(=O)CC[C@]4(C)[C@H]3[C@@H](O)C[C@]12C	75	82	109	101	94	96	104	93	120
O=C(OCc1ccc2c(Br)cc(Br)c(O)c2n1)c1cc2ccccc2[nH]1	-100*	-56*	68	-78*	-79*	23	-51*	-96*	-92*
Cc1ccc2ccccc2c1CSC#N	87	92	105	103	101	98	100	99	112
Nc1nnc(-c2nonc2N)o1	102	93	105	110	98	97	114	99	117
Nc1ccc(F)c(Cl)c1F	99	84	107	101	104	116	106	103	111
Cc1nc(-c2cc3ccccc3oc2=O)ccc1C(=O)/C=C/c1cccc2ccccc12	95	100	96	107	102	109	109	97	110
COC(=O)c1ccc(C(=O)c2ccccc2)cc1	100	98	97	101	100	93	104	107	111
C#Cc1cccc(NC(=O)Nc2ccc(NC(=O)C=C)cc2)c1	87[8.25 µM]	94[8.25 µM]	93[8.25 µM]	73[8.25 µM]	95[8.25 µM]	90[8.25 µM]	102[8.25 µM]	95[8.25 µM]	102[8.25 µM]
CCn1c2ccccc2c2c3ncc4cccn4c3ccc21	57	88	84	93	89	83	93	81	96
O=C1NCCN1Cc1ccccc1	93	96	116	106	100	113	106	103	110
COc1cccc(C(N)=O)c1OC	97	85	101	97	107	98	103	102	110
COc1ccc(C=Nc2n[nH]c(Nc3ccccc3)c2C#N)cc1	88	97	102	99	101	107	89	97	112

Two compounds drawn at random from the list so far, as already listed:
SMILES	UO-31	PC-3	SF-295	786-0	SN12C	U251	SF-268	SF-539	DU-145
COc1cccc(C(N)=O)c1OC	97	85	101	97	107	98	103	102	110
Nc1ccc(F)c(Cl)c1F	99	84	107	101	104	116	106	103	111

Remaining list, next part.
SMILES	UO-31	PC-3	SF-295	786-0	SN12C	U251	SF-268	SF-539	DU-145
O=C1N=C(c2ccccc2)C(c2ccccc2)N1 (stereo unspecified)	76&91	89&99	97&101	100&97	101&103	103&96	95&100	99&92	102&110
CNC1(C(=O)O)CCCCC1	92	90	100	99	100	102	104	104	112
CN1C(=O)c2ccccc2S1(=O)=O	109	102	106	104	110	110	114	102	130
CC(=O)C1CCC2C3CCC4=CC(=O)CCC4(C)C3C(O)CC12C (stereo unspecified)	82	96	94	115	95	96	112	114	109
CC(=O)Nc1nc2c(s1)C1=CC[C@H]3[C@@H]4CC[C@H](C(C)=O)[C@@]4(C)CC[C@@H]3[C@@]1(C)CC2	65	43	-17*	25	86	44	90	40	86
Cc1ccc(S(=O)(=O)c2ccc3[nH]c(=O)nc(N)c3c2)cc1	91	90	·	98	101	95	102	87	111
O=c1ccc(-c2ccccc2)nn1Cc1nnc(NC2CCCCC2)s1	67	95	85	92	97	86	80	85	89
CN1C(=O)N(c2ccccc2)C2C1NN=c1s/c(=C\c3ccc(Br)cc3)c(=O)n12 (stereo unspecified)	89	96	104	98	101	98	95	99	109
O=c1[nH]c(=O)n(C2CC(O)C(CO)O2)cc1I (stereo unspecified)	88	81	91	99	91	86	100	97	·
